From PubChem BioAssay
U2OS ROS induce: cancer cell ROS induction; hit rate 2% among 46,000; ROS induction (% of piperlongumine), % at 10 µM; U2OS ROS induction, H2DCF-DA fluorescence; in the data active means ROS induction above about 79%, passing the limit was not always enough;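 further: 0% = DMSO vehicle median and 100% = reference compound median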
Starred values were filed as active, the others as inactive. A portion of the library; rates above refer to the full screens.

SMILES	U2OS ROS induce
Cc1ccc(S(=O)(=O)N(C)C[C@@H]2Oc3c(NC(=O)c4cc(C)nn4C)cccc3C(=O)N([C@H](C)CO)C[C@@H]2C)cc1	-8
CCCN1C(=O)C2(c3ccccc31)c1c(oc3ccccc3c1=O)C(=O)N2CCOC (stereo unspecified)	-4
COc1ccc(OCC(=O)Nc2cc(-c3nc4ccccc4o3)ccc2C)cc1	1
C[C@@H]1CN([C@H](C)CO)C(=O)c2cccc(NC(=O)C3CCOCC3)c2O[C@H]1CN(C)CC1CC1	-3
C[C@@H]1CN([C@H](C)CO)C(=O)CCCn2nncc2CO[C@@H]1CN(C)C(=O)c1cc(-c2ccccc2)on1	35
N#CCC(c1ccccc1)c1ccccc1	-1
Cc1ccc(S(=O)(=O)Nc2ccc3c(c2)C(=O)N([C@@H](C)CO)C[C@H](C)[C@H](CN(C)C(=O)Nc2c(C)noc2C)O3)cc1	-8
C[C@H](CO)N1C[C@H](C)[C@@H](CN(C)Cc2ccc(C(=O)O)cc2)Oc2c(NC(=O)c3nc4ccccc4s3)cccc2C1=O	2
O=C(COc1ccc(Br)cc1)Nc1cccc(NC(=O)c2ccc(Cl)cc2Cl)c1	-7
C[C@H]1CN([C@@H](C)CO)C(=O)c2cccc(NC(=O)c3ccncc3)c2O[C@@H]1CN(C)Cc1ccncc1	2
C[C@H]1CN([C@@H](C)CO)C(=O)c2cccc(NC(=O)Nc3ccc(F)cc3)c2O[C@@H]1CN(C)C(=O)NC1CCCCC1	29
Cc1noc(C)c1NC(=O)NCc1ccc2c(c1)OCO2	-1
CCOC(=O)c1cccc(NC(=O)c2ccc(-c3ccccc3)s2)c1	17
CC(NC(=O)c1ccc(C23CC4CC(CC(C4)C2)C3)cc1)C(=O)O (stereo unspecified)	3
C[C@H]1CN([C@@H](C)CO)C(=O)Cc2cc(NC(=O)CCCCCC(=O)Nc3ccccc3N)ccc2O[C@@H]1CN(C)CC1CCCCC1	4
CCN(CC)S(=O)(=O)c1cc(Br)cnc1N	-6
Cc1noc(C)c1S(=O)(=O)N(C)C[C@H]1Oc2ccc(NC(=O)CCCN(C)C)cc2C(=O)N([C@H](C)CO)C[C@H]1C	2
O=C1N=C(N2CCOCC2)SC1=C1CCCC1	-19
Cc1ccc(S(=O)(=O)N2Cc3ccccc3C(C)CC23CCCCC3)cc1 (stereo unspecified)	-5
Cc1cc(OC(C)c2nc(-c3nonc3N)no2)ccc1Cl (stereo unspecified)	5
CC12CCC(=O)N1c1ccccc1C(=O)N2c1ccccc1 (stereo unspecified)	-12
Cc1cc(C(=O)Nc2cccc3c2O[C@H](CN(C)CC2CC2)[C@H](C)CN([C@H](C)CO)C3=O)n(C)n1	0
COc1ccccc1-c1cc(=O)c2c(O[C@@H]3O[C@H](CO)[C@@H](O)[C@H](O)[C@H]3O)cc(OC)c(OC)c2o1	48
COc1ccc(-n2ccc(-c3ccccc3)nc2=S)cc1	-9
C[C@H]1CN([C@@H](C)CO)C(=O)Cc2cc(NC(=O)CCN3CCOCC3)ccc2O[C@@H]1CN(C)S(=O)(=O)c1cccs1	-9
Cc1ncc(CO)c(/C=N/NC(=O)CCCCCCC(=O)O)c1O	-12
C[C@H]1CN([C@@H](C)CO)C(=O)Cc2cc(NC(=O)C3CCCCC3)ccc2O[C@H]1CN(C)S(=O)(=O)c1ccc(Cl)cc1	18
Cc1ccc2oc(-c3cccc(NC(=O)CC(C)C)c3)nc2c1	-15
C=C(C)C(=O)OCCc1ccc(O)c(-n2nc3ccccc3n2)c1	50
Cc1noc(C)c1NC(=O)N(C)C[C@@H]1Oc2ccc(NC(=O)Cc3ccccc3)cc2C(=O)N([C@H](C)CO)C[C@@H]1C	-3
C[C@H]1CN([C@@H](C)CO)C(=O)Cc2cc(NC(=O)Nc3ccccc3)ccc2O[C@H]1CN(C)C(=O)Nc1ccc(F)cc1	-9
O=C(COc1ccc([N+](=O)[O-])cc1)Nc1ccccc1-c1nc2ccccc2s1	-2
C=CC(C)(C)[C@@]12CC(=O)C(=O)N3/C(=C/c4cnc[nH]4)C(=O)N[C@]31N(OC)c1ccccc12	-8
C=C(C(=O)O)C1CCC2(C)CCCC(C)(O)C2C1 (stereo unspecified)	-7
COc1ccc(NC(=O)Nc2cccc3c2O[C@@H](CN(C)C(=O)Nc2ccc4c(c2)OCO4)[C@@H](C)CN([C@H](C)CO)C3=O)cc1	2
CCC(Sc1nc2ccncc2[nH]1)C(=O)N(CC)CC (stereo unspecified)	0
CC(C)NC(=O)Nc1cccc2c1O[C@H](CN(C)Cc1ccc(C(F)(F)F)cc1)[C@@H](C)CN([C@@H](C)CO)C2=O	10
C[C@@H]1CCCCO[C@@H](CN(C)C(=O)c2ccncc2)[C@@H](C)CN([C@H](C)CO)C(=O)c2cc(NC(=O)C3CCCCC3)ccc2O1	-3
CCc1ccc(-c2nc(C(N)=O)c3[nH]c(=O)n(-c4ccccc4)c3n2)cc1	-12
Cc1ccc(S(=O)(=O)Nc2cccc3c2O[C@@H](CN(C)S(=O)(=O)c2cccs2)[C@H](C)CN([C@H](C)CO)C3=O)cc1	4
CSc1nc2n(n1)C(=O)CC(C)(C)N2	-7
COc1ccc(OCC(=O)Nc2cccc(C(=O)O)c2C)cc1	1
Cc1noc(C)c1NC(=O)N(C)C[C@H]1Oc2ccc(NC(=O)Nc3ccc4c(c3)OCO4)cc2CC(=O)N([C@@H](C)CO)C[C@@H]1C	-8
CCOC(=O)c1ccc(-n2c(=S)[nH]c3ccccc32)cc1	11
C[C@H]1CN([C@@H](C)CO)C(=O)Cc2cc(NC(=O)CCC(F)(F)F)ccc2O[C@H]1CN(C)S(=O)(=O)c1ccc(Cl)cc1	21
Cc1ccc(S(=O)(=O)Nc2ccc3c(c2)C(=O)N([C@@H](C)CO)C[C@H](C)[C@@H](CN(C)C(=O)Nc2c(C)noc2C)O3)cc1	-5
NS(=O)(=O)c1ccc(-n2cccc2/C=N/n2cnnc2)cc1	-15
C[C@H](CO)N1C[C@H](C)[C@@H](CN(C)C(=O)Nc2ccccc2)Oc2c(NC(=O)c3ccc(-c4nccs4)cc3)cccc2C1=O	-5
CC1(C)CC(=O)C(C(N)=NC(=O)c2ccccc2)=C(O)C1	-10
CC(C)(C)OC(=O)N1CCC(C(=O)N2CCCCC2)CC1	-7
CCc1ccc(NS(=O)(=O)c2ccc3[nH]c(=O)ccc3c2)cc1	-17
C=Cc1ccc(O[C@@H]2O[C@H](CO[C@@H]3O[C@@H](C)[C@H](O)[C@@H](O)[C@H]3O)[C@@H](O)[C@H](O)[C@H]2O)cc1	-6
Cc1ccc(S(=O)(=O)N(C)C[C@H]2Oc3ccc(NC(=O)Nc4c(C)noc4C)cc3C(=O)N([C@H](C)CO)C[C@H]2C)cc1	-10
CCc1ccc2oc(-c3cccc(NC(=O)COc4ccccc4)c3)nc2c1	-17
CNC[C@H]1Oc2ccc(NC(=O)Cn3cnnn3)cc2C(=O)N([C@H](C)CO)C[C@@H]1C	-6
COc1ccc(S(=O)(=O)N(C)C[C@@H]2Oc3ccc(NC(=O)Nc4ccc5c(c4)OCO5)cc3C(=O)N([C@@H](C)CO)C[C@H]2C)cc1	15
C[C@H](CO)N1C[C@H](C)[C@H](CN(C)S(=O)(=O)c2cccc(F)c2)OCc2cnnn2CCCC1=O	2
O=C(Oc1ccc(C(=S)N2CCCCC2)cc1)c1ccccc1	-12
Cc1ccc(C)c(NC(=O)CC(Cc2ccccc2)C(=O)O)c1 (stereo unspecified)	-1
CS(=O)(=O)N(CC(=O)Nc1ccc(Br)cc1)c1cc(Cl)cc(Cl)c1	9

Carrying on:
SMILES	U2OS ROS induce
C[C@@H]1CN([C@@H](C)CO)C(=O)c2cccc(NC(=O)c3nc4ccccc4s3)c2O[C@H]1CN(C)S(C)(=O)=O	-1
COc1ccc(CN(C)C[C@@H]2OCCCC[C@@H](C)Oc3ccc(NS(=O)(=O)c4ccccc4)cc3C(=O)N([C@H](C)CO)C[C@@H]2C)cc1	48
CCNC(=S)Nc1sc2c(c1C#N)CCC(C)C2 (stereo unspecified)	167*
C[C@@H]1CN([C@H](C)CO)C(=O)c2cc(NC(=O)CCCN(C)C)ccc2O[C@H]1CN(C)S(=O)(=O)c1cn(C)cn1	3
C[C@@H]1CN([C@@H](C)CO)C(=O)c2cc(NC(=O)NC3CCCCC3)ccc2O[C@@H]1CN(C)S(C)(=O)=O	-8
COc1ccc(S(=O)(=O)N(C)C[C@@H]2Oc3ncc(C#CC(C)(C)O)cc3C(=O)N([C@H](C)CO)C[C@@H]2C)cc1	29
COC(=O)Nc1ccc(S(=O)(=O)N(C)C)cc1	2
Cc1ccc(-c2nc3cc(Cl)ccc3o2)cc1NC(=O)COc1ccccc1[N+](=O)[O-]	-3
C[C@H]1CN([C@@H](C)CO)C(=O)c2cc(NS(=O)(=O)c3ccccc3)ccc2O[C@@H]1CN(C)S(=O)(=O)c1ccc(Cl)cc1	3
Cc1ccc(S(=O)(=O)Nc2ccc3c(c2)CC(=O)N([C@@H](C)CO)C[C@@H](C)[C@@H](CN(C)S(=O)(=O)c2c(C)noc2C)O3)cc1	5
CC1CCC/C=C2\C(=O)C=CC3OC(/C=C/C=C/C=C/C(=O)O)=C(C(=O)O1)C23 (stereo unspecified)	36
C[C@H](CO)N1C[C@H](C)[C@H](CN(C)Cc2ccncc2)Oc2c(NS(=O)(=O)c3ccc(Cl)cc3)cccc2C1=O	19
COc1ccc(S(=O)(=O)Nc2ccc3c(c2)CC(=O)N([C@@H](C)CO)C[C@H](C)[C@@H](CN(C)Cc2ccc(Cl)c(Cl)c2)O3)cc1	15
O=C(CCN1C(=O)c2ccccc2C1=O)Oc1ccc2c3c(c(=O)oc2c1)CCC3	25
O=C(Oc1ccccc1)c1cc(-c2ccccc2)c(C(F)(F)F)s1	-12
O=C(Cc1ccccc1)c1ccccc1C(=O)NCc1cccs1	-5
C[C@@H]1CN([C@@H](C)CO)C(=O)c2cc(NC(=O)CCCCCC(=O)Nc3ccccc3N)ccc2O[C@@H]1CN(C)S(C)(=O)=O	-4
C[C@@H]1CN([C@H](C)CO)C(=O)Cc2cc(NC(=O)Nc3cccc4ccccc34)ccc2O[C@@H]1CN(C)Cc1ccc(Cl)c(Cl)c1	52
CCOc1ccccc1CNCCN1CCOCC1	4
C[C@@H]1CN([C@H](C)CO)C(=O)Cc2cc(NS(=O)(=O)c3ccc(F)cc3)ccc2O[C@@H]1CN(C)Cc1ccncc1	6
Cc1ccc(NC(=O)COc2ccc(CO)cc2Cl)cc1	-8
C[C@@H]1O[C@@H](O[C@@H]2[C@@H](O)[C@H](C)O[C@@H](OCC3OC(Oc4c(-c5ccc(O)c(O)c5)oc5cc(O)cc(O)c5c4=O)C(O)C(O)C3O)[C@@H]2O)[C@H](O)[C@H](O)[C@H]1O (stereo partly specified)	32
CCOC(=O)c1c(CN(C)C)n(-c2ccccc2)c2cc(Br)c(OC)cc12	238*
COc1cc([N+](=O)[O-])ccc1NC(=O)CN(C)S(=O)(=O)c1ccc(Br)cc1	14
O=C(CCC1COc2ccccc2O1)Nc1cccnc1 (stereo unspecified)	0
C/C(=C\CC[C@@H](C)[C@H]1CC(OC2OCC(O)C(O)C2O)[C@@]2(C)C3CC[C@H]4C(C)(C)[C@@H](O[C@@H]5OC(CO)C(O)C(O)C5OC5OC(CO)C(O)C(O)C5O)CC[C@@]45C[C@@]35CC(O)[C@]12C)C(=O)OC1OC(CO)C(O)C(O)C1O (stereo partly specified)	-5
Cc1ccc([N+](=O)[O-])cc1NC(=O)CN(c1ccc(I)cc1)S(C)(=O)=O	5
C[C@@H]1CN([C@@H](C)CO)C(=O)c2cccc(NC(=O)Nc3ccc4c(c3)OCO4)c2O[C@H]1CN(C)Cc1ccc(C(=O)Nc2ccccc2N)cc1	41
C[C@H](CO)N1C[C@H](C)[C@@H](CN(C)Cc2ccc(C(=O)O)cc2)Oc2ccc(NS(=O)(=O)c3cn(C)cn3)cc2C1=O	-10
Cc1noc(C)c1S(=O)(=O)N(C)C[C@H]1OCCCC[C@@H](C)Oc2ccc(NS(=O)(=O)c3ccccc3)cc2C(=O)N([C@H](C)CO)C[C@@H]1C	23
C[C@@H]1CN([C@@H](C)CO)C(=O)c2cc(NS(=O)(=O)c3ccc(F)cc3)ccc2O[C@@H]1CN(C)Cc1ccccc1	0
CC(C(=O)O)c1ccc(-c2ccccc2)c(F)c1 (stereo unspecified)	-12
C[C@@H]1CN([C@H](C)CO)C(=O)c2cccc(NC(=O)c3ccncc3)c2O[C@H]1CN(C)S(=O)(=O)c1cccs1	-5

Nothing new here: entries from further up.
SMILES	U2OS ROS induce
C[C@@H]1O[C@@H](O[C@@H]2[C@@H](O)[C@H](C)O[C@@H](OCC3OC(Oc4c(-c5ccc(O)c(O)c5)oc5cc(O)cc(O)c5c4=O)C(O)C(O)C3O)[C@@H]2O)[C@H](O)[C@H](O)[C@H]1O (stereo partly specified)	32
CCOC(=O)c1c(CN(C)C)n(-c2ccccc2)c2cc(Br)c(OC)cc12	238*
COc1cc([N+](=O)[O-])ccc1NC(=O)CN(C)S(=O)(=O)c1ccc(Br)cc1	14
O=C(CCC1COc2ccccc2O1)Nc1cccnc1 (stereo unspecified)	0
C/C(=C\CC[C@@H](C)[C@H]1CC(OC2OCC(O)C(O)C2O)[C@@]2(C)C3CC[C@H]4C(C)(C)[C@@H](O[C@@H]5OC(CO)C(O)C(O)C5OC5OC(CO)C(O)C(O)C5O)CC[C@@]45C[C@@]35CC(O)[C@]12C)C(=O)OC1OC(CO)C(O)C(O)C1O (stereo partly specified)	-5
Cc1ccc([N+](=O)[O-])cc1NC(=O)CN(c1ccc(I)cc1)S(C)(=O)=O	5
C[C@@H]1CN([C@@H](C)CO)C(=O)c2cccc(NC(=O)Nc3ccc4c(c3)OCO4)c2O[C@H]1CN(C)Cc1ccc(C(=O)Nc2ccccc2N)cc1	41
C[C@H](CO)N1C[C@H](C)[C@@H](CN(C)Cc2ccc(C(=O)O)cc2)Oc2ccc(NS(=O)(=O)c3cn(C)cn3)cc2C1=O	-10
Cc1noc(C)c1S(=O)(=O)N(C)C[C@H]1OCCCC[C@@H](C)Oc2ccc(NS(=O)(=O)c3ccccc3)cc2C(=O)N([C@H](C)CO)C[C@@H]1C	23
C[C@@H]1CN([C@@H](C)CO)C(=O)c2cc(NS(=O)(=O)c3ccc(F)cc3)ccc2O[C@@H]1CN(C)Cc1ccccc1	0
CC(C(=O)O)c1ccc(-c2ccccc2)c(F)c1 (stereo unspecified)	-12
C[C@@H]1CN([C@H](C)CO)C(=O)c2cccc(NC(=O)c3ccncc3)c2O[C@H]1CN(C)S(=O)(=O)c1cccs1	-5
